NCI-60 one-dose screen, 48 h, at 10 µM unless noted. Numbers give growth in % (100 = growth as untreated, 0 = no growth, -100 = all killed).
OVCAR-5 = OVCAR-5 ovarian cancer | 82,000 compounds, 2.9% hits | AID 1794783
IGROV1 = IGROV1 ovarian cancer. 79,000 compounds, 4.7% hits. AID 1794786
SK-OV-3 = SK-OV-3 ovarian cancer cells; 80,000 compounds, 3.2% hits
RXF 393 = RXF 393 renal cancer cells | 77,000 compounds, 6.9% hits
A498 = A498 renal cancer cells | 76,000 compounds, 5.4% hits | AID 1794774
OVCAR-3 = OVCAR-3 ovarian cancer | 79,000 compounds, 7% hits
OVCAR-4 = OVCAR-4 ovarian cancer cells; 80,000 compounds, 3.7% hits
OVCAR-8 = OVCAR-8 ovarian cancer | 81,000 compounds, 4.4% hits
ACHN = ACHN renal cancer | 81,000 compounds, 4.9% hits
* hit, by the source's call; · = not tested or not shown; & = joins results of further samples. Rule for the calls: active = growth percent below 10; inactive = the rest.

SMILES	OVCAR-5	IGROV1	SK-OV-3	RXF 393	A498	OVCAR-3	OVCAR-4	OVCAR-8	ACHN
O=C1c2cccnc2C(=O)c2c1c(C(=O)OCCCN1CCOCC1)c1ccccn21	-11*	-3.8*	-12*	3.9*	-20*	2.3*	-19*	-46*	-37*
Cc1ccc(S(=O)(=O)Nc2ccccc2)cc1	101	112	118	·	105	113	105	108	93
CC1=CCC2CC1C2(C)C (centres undefined)	74&80	35	99&114	71&102	81&103	95&89	109&112	96&98	96&102
C/C(=C/CCC(C)[C@@H]1CC[C@]2(C)C3=C(CC[C@@]12C)[C@@]1(C)CCC(=O)C(C)(C)[C@@H]1CC3)C(=O)O (some centres undefined)	-76*	-87*	-98*	-90*	·	-96*	-70*	-22*	-94*
C#CCC(CC#C)(C(=O)OCC)C(=O)OCC	115	114	105	121	85	111	117	108	108
CCCCCCCCCCCN(c1ccc(C(=O)OCC)cc1)S(=O)(=O)c1ccc(C)cc1	99	100	103	93	104	111	78	90	106
CC(C)C1=C[C@@]23CC[C@@H]4[C@](C)(CCC[C@]4(C)C(=O)N4CCOCC4)[C@H]2C[C@@H]1[C@H]1C(=O)CCC(=O)[C@H]13	114	107	97	·	125	109	88	106	99
COc1ccc2nc(NC(=O)c3cccnc3Nc3ccc(Cl)cc3)sc2c1	92	96	88	99	108	80	85	84	89
CCCCCCCCCCCC(=O)NC(CCC(=O)O)C(=O)O (centres undefined)	98	105	95	105	99	119	101	108	103
COC(C)CCOC(=O)COc1ccccc1 (centres undefined)	105	109	98	117	75	106	114	99	94
COC(=O)[C@]12CC[C@@H](C)[C@H](C)[C@@H]1C1=CC[C@@H]3[C@@]4(C)C(c5ncon5)=C[C@@](C)(CO)C4=CC[C@@]3(C)[C@]1(C)CC2	-56*	-11*	69	-73*	-36*	-87*	5.8*	-6.2*	-89*
Cc1ccc(S(=O)(=O)Nc2ccc(-c3cc(-c4cccc(F)c4)c(C#N)c(=O)[nH]3)cc2)cc1	100	73	100	83	85	83	67	80	91
Brc1cncc(Br)c1	111	102	104	110	98	114	98	109	115
O=C(Nc1ncc(Cc2ccc(C(F)(F)F)cc2)s1)c1ccc(-c2cccc([N+](=O)[O-])c2)o1	99	100	102	90	58	114	94	90	94
N#Cc1cccc(/C(N)=N/C(N)=N/c2nc3ccccc3s2)c1	62	37	42	13	-4.3*	21	92	35	48
CCn1c(O)c(N=Nc2ccc(S(N)(=O)=O)cc2)c2cc(Cl)ccc21	99	93	104	93	103	102	99	95	90
COc1ccc2c(c1)O/C(=C/c1cccc(OCC(=O)c3ccccc3)c1)C2=O	108	·	96	94	97	107	105	89	105
Nc1ccc2cccc(O)c2c1	114	78	97	108	84	83	81	97	89
COc1ccc(C(=O)C[n+]2ccccc2Cl)cc1	99	94	99	118	92	113	114	·	105
O=C1NC(=O)C(=O)N1	115	98	100	131	103	115	·	123	108
N#Cc1c(N)nc(NCCO)nc1-c1ccccc1	104	103	89	98	97	113	98	94	99
CC(O)CN(CC(C)O)N(CC(C)O)CC(C)O (centres undefined)	101	113	109	105	104	109	98	98	99
CCOC(=O)C(c1ccccc1)C(OC(C)=O)c1ccc2c(c1)OCO2 (centres undefined)	97	90	102	·	97	·	80	102	101
C/C(=C\c1ccc2ccccc2c1)[N+](=O)[O-]	83	-20*	99	-86*	103	-77*	88	12	-74*
CCCCCCC1(C(OC)OC)NC(=O)NC1=O (centres undefined)	88	111	72	·	·	116	102	99	101
O=C(CSc1nnc(-c2c[nH]c3ccccc23)n1-c1ccccc1)Nc1ccc(C(=O)/C=C/c2ccccc2Cl)cc1	101	95	95	·	101	81	79	62	75
CC1=C(C)C(=O)C(Nc2ccc(C)cc2)=C(Br)C1=O	108	94	86	98	97	105	76	93	102
CCCCCCCCCCCCc1ccc(O)c(CN(C)C)c1	117	87	94	100	103	112	100	106	107
COc1cc(O)c(C=Nc2ccccc2NS(=O)(=O)c2ccc(C)cc2)c(OC)c1	121	96	99	110	74	103	99	99	120
O=c1c2sc3nc4c(cc3c2nnn1-c1ccccc1Cl)C(O)CCC4 (centres undefined)	96	103	104	107	75	99	109	94	103
CC(C)c1ccc(C(=O)CCCCl)cc1	105	102	101	109	106	102	101	95	112
C=CC(=O)N1CCN(c2cccc(Oc3nccc(Nc4nnc(-c5ccc(Br)cc5)s4)n3)c2)CC1	90	56	80	75	80	19	89	66	73
COc1ccccc1Cn1cc2c(c1-c1cc(OC)c(OC)c(OC)c1)CCCc1cnoc1-2	87	74	82	77	80	·	73	78	81
O=C(N/N=C/c1ccccc1O)c1cc(-c2nc3ccccc3[nH]2)nc2ccccc12	109	78	93	110	84	·	100	101	98
COc1ccc2[nH]cc(-c3nonc3-c3c[nH]c4ccc(Br)cc34)c2c1	48	65	56	77	51	63	50	49	39
O=CN1N=C(c2ccc(Cl)cc2)CC1c1sc(Cl)nc1Cl (centres undefined)	102	84	91	107	98	99	96	89	106
CCO/C=C1\SC(=S)N(c2ccccc2OC)C1=O	100&102	97&111	102&110	124&109	103&103	98&112	88&98	97&106	104&96
O=C(O)C(Cl)C(Cl)c1ccccc1Cl (centres undefined)	105	101	99	115	116	117	·	100	95
COc1cc(/C=C2\Oc3cc(O)ccc3C2=O)cc(OC)c1	95	56	94	61	75	81	71	75	55
S=c1[nH]cnc2sc(Nc3ccccc3)nc12	108	93	99	96	99	109	96	95	89
COc1ccc(C(=O)NNc2nc(Cl)nc(N3CCN(C(c4ccccc4)c4ccccc4)CC3)n2)cc1	97	-60*	101	9.6*	·	-71*	20	34	23
O=c1c(-c2nc(=S)[nH][nH]2)cnc2nc[nH]n12	103	100	113	99	109	101	101	113	104
CC(=O)OC1OC(COC(=O)c2ccccc2)C(OC(=O)c2ccccc2)C1OC(=O)c1ccccc1 (centres undefined)	126	113	110	100	100	82	94	109	102
O=S(=O)(Nc1ncc(Cl)cn1)c1ccccc1	102	107	95	96	90	104	108	107	98
O=C(/C=C/c1ccccc1)c1c[nH]c2ccccc12	133	79	117	115	92	99	97	98	106
NNC(=O)CNC(=O)Nc1n[nH]c(=S)s1	98	102	100	124	98	108	117	104	94
O=C1C(=O)/C(=C/c2ccccc2)CCCCCC/C1=C/c1ccccc1	114	5.0*	98	-12*	79	21	61	30	89
O=c1[nH]c(=O)c2c([nH]1)oc1ccccc12	112	106	99	123	100	115	107	112	118
Cc1nc2cc(Cl)ccc2s1	97	106	101	107	117	111	105	111	106
CC(C)CCn1nc(C(=O)N(C)Cc2ccccc2)c2c1CCN(Cc1ccc(F)cc1)C2	93	80	120	100	101	110	95	97	98
Further entries follow:
SMILES	OVCAR-5	IGROV1	SK-OV-3	RXF 393	A498	OVCAR-3	OVCAR-4	OVCAR-8	ACHN
CCOC(=O)c1ccc(Nc2ccnc(SCC(=O)c3ccc(Cl)cc3)n2)cc1	101	91	119	·	72	103	89	98	99
NS(=O)(=O)c1cccc(Nc2nc(SCC(=O)c3ccc([N+](=O)[O-])cc3)nc3ccccc23)c1	108	17	74	57	·	37	43	24	46
N#Cc1n[nH]n2c1nc(=O)c1c3c(sc12)CCCC3	114	104	103	105	96	93	103	102	90
CC(=O)N1N=C(c2ccccc2)CC1c1cc(-c2cc3ccccc3o2)n(-c2ccccc2)n1 (centres undefined)	96	103	90	108	101	112	106	101	100
O=C1NC(=O)c2cccc3cccc1c23	95	104	111	107	89	113	·	100	96
Cc1ccc(-c2nc3nc(-c4ccccc4)nc(N4CCNCC4)c3o2)cc1	-90*	-77*	-100*	-81*	-89*	-90*	-82*	-74*	-97*
CC(C#N)(C#N)N=Nc1ccc(Cl)cc1Cl	101	106	115	116	94	99	121	107	92
CNc1ccccc1	102	97	95	116	·	101	103	99	98
CCC(C)c1c(NS(=O)(=O)c2ccc(C)cc2)o[nH]c1=O (centres undefined)	90	124	111	103	66	112	97	104	98
Cn1c(N2CCOCC2)nc2c(NCc3cccnc3)cccc2c1=O	96	102	95	106	101	106	92	96	97
NC1=NN(c2c(Cl)cc(Cl)cc2Cl)C(=O)C1	109&102	113&114	108&107	113&111	99&82	98&113	103&94	98&104	102&104
COc1ccc2c(c1)C(=O)c1c-2c(OCCN(C)C)nc2cc(OC)ccc12	45	6.3*	24	-8.6*	38	32	4.7*	4.0*	-79*
O=C(c1ccccc1)C1(c2ccccc2)OC1c1ccccc1 (centres undefined)	92	79	106	101	63	96	95	106	98
COc1ccc(/C=C/c2nc(Nc3ccc(Cl)cc3)c3ccccc3n2)cc1	73	76	84	57	17	67	60	61	49
COc1cc(OC)cc(C(=O)Nc2cnc(Nc3ccc(N4CCOCC4)nc3)nc2Oc2ccc(C(F)(F)F)cc2)c1	93	77	111	77	78	63	8.8*	40	66
COC1C(OC(N)=O)C(O)C(Oc2ccc3c(O)c(NC(=O)c4ccc(O)c(CC=C(C)C)c4)c(=O)oc3c2C)OC1(C)C (centres undefined)	91&87	129&137	121&112	98&104	71&106	91&97	99&111	103	101&24
O=C(NNc1ccccc1)c1ccc(Cc2n[nH]c(=O)c3cccnc23)cc1	92	101	101	109	101	112	107	99	100
O=c1c2cc(Cl)cc(Cl)c2[nH]c(=S)n1-c1ccc(S(=O)(=O)Nc2ccc(Cl)nn2)cc1	103	107	99	·	88	102	104	101	101
CC1(O)Cn2c(nc3nccnc32)S1 (centres undefined)	111	87	89	·	104	102	107	106	99
N#CC1=C(N)OC2=C(C(=O)CCC2)C1c1ccco1 (centres undefined)	104	107	98	114	112	113	106	103	104
COc1ccccc1NC(=O)Oc1cccc(OC(=O)c2ccccc2)c1	93	106	108	115	131	120	106	100	96
C=CC(=O)OCCCl	106	90	105	107	103	110	98	101	103
CO/N=C(\C(=O)NC1C(=O)N2C(C(=O)OCOC(=O)C(C)(C)C)=C(/C=C\c3scnc3C)CSC12)c1csc(N)n1 (centres undefined)	105	112	106	116	128	101	118	96	91
O=C(/C(=C/c1ccc([N+](=O)[O-])cc1)SCc1ccccc1)c1ccc(Cl)cc1	95	57	88	67	77	71	74	76	77
CCCCSCCCCO	83	110	96	105	85	114	111	105	98
C[C@]12C=CC(=O)C=C1CC[C@@H]1[C@@H]2[C@@H](O)C[C@@]2(C)[C@H]1CC[C@]2(O)C(=O)CO	92	95	73	154	114	130	113	97	105
Nc1nc(Nc2ccccc2SSc2ccccc2Nc2nc(N)nc(-c3cccs3)n2)nc(-c2ccsc2)n1	118	59	110	109	·	90	70	77	65
Cc1[nH]n(C(=S)Nc2nc3cc(Cl)c(F)cc3s2)c(=O)c1N=Nc1ccc(S(=O)(=O)Nc2ccncn2)cc1	99	98	91	122	115	104	106	98	95
O=S(=O)(O)c1cc(I)c(O)c(I)c1	90	100	115	86	88	109	98	92	106
CCn1cc(C(=O)O)c(=O)c2cc(F)c(N3CCN(S(=O)(=O)c4c(C)cc(C)cc4C)CC3)cc21	89	79	101	89	79	89	91	81	76
Nc1ccc(S(=O)(=O)NC(=O)c2ccccc2)cc1	101	108	114&106	118&118	118	126&105	115&111	106&98	100&100
O=C(Nc1nc(-c2ccccn2)cs1)c1ccccc1Br	105	·	97	82	82	94	·	85	93
COC(=O)C1=CC=C[C@@H]2[C@@]3(C[C@@H](c4ccoc4)OC3=O)[C@H](C)C[C@H](O)[C@@]12C(=O)OC	101	107	112	·	111	112	112	103	96
Cc1ccc(O)cc1N(C)C	108	117	108	110	92	109	107	105	103
COc1ccc(-c2cc(-c3cccnc3)nc(SCC(=O)Nc3ccc(C)cc3)c2C#N)cc1OC	110	116	·	108	81	102	108	106	105
O=C1/C(=C/c2ccc(OCCOc3ccc(Cl)cc3)cc2)N=C2SCCCN12	93	119	114	119	126	99	87	109	102
CCCCOB(OCCCC)OCCCC	108	110	96	105	102	86	123	94	114

Source: PubChem BioAssay (NCI)
